# HEK293 tox: cytotoxicity counter-screen for GLP-1 receptor inverse agonists. HEK293 cAMP-luciferase reporter cells, luminescence, 24 h. Potency, µM (titrated, usually from 38.3 µM), without a hit: top-dose activity change, negative = inhibition, usual class: inhibitors. 0.13% of 410,000 active;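 also: loss of luciferase light is scored as toxicity; potency is read from the fitted curve at half-maximal effect; % is scaled to controls: 0 for no effect and ±100 for the full control effect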
#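 Luminescence readout: signal drop marks cytotoxicity. Plated cells grew 12 h at 37 °C, 5% CO2, received 23 nL compound for 24 h, then got luciferase reagent, read after 12 min at RT.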
# PI5P4Ka inh: inhibitors of human PI5P4K alpha; P48426; PI5P4Kalpha enzyme, ADP-Glo luminescence, 60 min; stronger effect = lower value; max response, %; 1.2% of 330,000 active; AID 652105; active = max response of -50% or lower; inconclusive = between -30% and -50%; inactive = -30% or higher; also: value at the top dose of about 77 µM; % is scaled to controls: 0 for no effect and ±100 for the full control effect
# Target sequence (P48426 whole entry, looked up): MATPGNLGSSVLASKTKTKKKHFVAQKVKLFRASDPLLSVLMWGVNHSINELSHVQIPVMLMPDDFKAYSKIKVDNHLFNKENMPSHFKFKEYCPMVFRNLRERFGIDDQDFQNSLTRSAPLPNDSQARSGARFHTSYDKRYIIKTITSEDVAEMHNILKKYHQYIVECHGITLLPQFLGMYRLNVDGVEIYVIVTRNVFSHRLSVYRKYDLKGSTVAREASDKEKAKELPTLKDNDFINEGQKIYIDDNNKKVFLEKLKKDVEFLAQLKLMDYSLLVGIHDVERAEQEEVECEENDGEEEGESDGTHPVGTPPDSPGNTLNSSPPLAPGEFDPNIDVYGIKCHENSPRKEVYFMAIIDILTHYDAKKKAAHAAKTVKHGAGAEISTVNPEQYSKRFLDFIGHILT
#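 Human PI5P4Kalpha with substrate in 0.038 M HEPES pH 7.4, 0.28 mM EGTA, 0.1% CHAPS, 5% DMSO; reaction started with 5 microM ATP (final), 60 min at room temperature. ADP formed read by ADP-Glo luminescence.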
# GLP1R inv ag: inverse agonists of human GLP-1 receptor; P43220; HEK293 GLP-1R CRE-luciferase, luminescence, 24 h; GLP-1R form is constitutively active; Potency, µM (highest dose often 38.3 µM), without a hit: at the highest dose activity change, negative = inhibition, most hits filed as inhibitors; 1.6% of 410,000 active; also: potency is read from the fitted curve at half-maximal effect; % is scaled to controls: 0 for no effect and ±100 for the full control effect; nearly all actives have a fitted effect of over 55% in size
#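 HEK293 cells stably co-expressing constitutively active GLP-1R and a cAMP-responsive luciferase reporter were seeded in DMEM with 10% Nu serum, given compounds after 12 h, and incubated 24 h at 37 deg C. Luminescence was then read.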
# PTHR1 ag: agonists of human PTHR1 parathyroid hormone receptor; Q03431; Potency, µM (series often up to 115 µM), for the others: at the highest dose activation, usual class: activators; HEK293 GP2 PTHR1 cells, GloSensor cAMP luminescence, 1 h; AID 743266; 0.075% of 410,000 active; also: potency is read from the fitted curve at half-maximal effect; nearly all actives have a fitted effect of over 55% in size; some results filed as inactive show a strong effect at the top dose; inactives centre near -15; many of its hits are not listed in these tables
# Target sequence (Q03431 whole entry, looked up): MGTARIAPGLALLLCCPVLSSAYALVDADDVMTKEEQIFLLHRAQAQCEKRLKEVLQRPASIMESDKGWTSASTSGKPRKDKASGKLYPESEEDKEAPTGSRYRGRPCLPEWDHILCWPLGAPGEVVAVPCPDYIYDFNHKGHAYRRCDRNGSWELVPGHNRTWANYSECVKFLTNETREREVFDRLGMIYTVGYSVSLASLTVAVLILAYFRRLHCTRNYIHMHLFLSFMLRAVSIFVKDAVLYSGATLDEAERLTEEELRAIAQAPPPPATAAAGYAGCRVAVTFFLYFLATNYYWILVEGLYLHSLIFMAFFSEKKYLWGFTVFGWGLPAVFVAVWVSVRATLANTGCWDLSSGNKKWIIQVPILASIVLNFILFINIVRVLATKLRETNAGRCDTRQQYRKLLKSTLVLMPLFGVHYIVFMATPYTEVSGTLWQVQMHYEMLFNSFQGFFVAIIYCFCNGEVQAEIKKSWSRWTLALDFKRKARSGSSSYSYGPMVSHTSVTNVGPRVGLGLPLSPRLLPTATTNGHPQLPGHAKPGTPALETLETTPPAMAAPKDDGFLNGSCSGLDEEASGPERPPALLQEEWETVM
#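 HEK-293-derived GP2 cells expressing PTHR1 and a GloSensor cAMP reporter, 3,000/well, plated overnight, given luciferin plus IBMX (each 0.5 mM as added) for 1 h at 37 °C, then compound for 1 h at 37 °C. Luminescence was read after 15 min at room temperature.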
# IL-2 act: IL-2 activation; IL-2 activation reporter assay, cell-based qHTS; stimulated with anti-CD3/CD4/CD28 beads; in transgenic mouse T cells; activation, % (series mostly up to about 46 µM); 0.065% of 360,000 active; AID 652025; in the data active = activation above about 50%; inconclusive = mostly about 30% to 49%; also: 0% is about no effect
#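 Unstimulated transgenic mouse T cells, 750 per well, received compound and, after 60 minutes, anti-CD3/anti-CD4 bead plus anti-CD28 stimulation. EGFP and DsRed were quantified after 18 hours.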
# EPAC1 antagonist: antagonists of human EPAC1 | EPAC1 GEF assay, Rap1b-BODIPY-GDP exchange fluorescence | 0.14% of 360,000 active | O95398 | Potency, µM (top dose mostly 115 µM), for the others: at the top dose activity change, negative = inhibition, actives largely listed as inhibitors;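 also: potency is read from the fitted curve at half-maximal effect; plate controls were vehicle for no effect and positive control for full effect; nearly all actives have a fitted effect of over 50% in size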
# GLP1R ag: activates the human GLP-1 receptor | 0.007% of 380,000 active | Potency, µM (doses to about 45.6 µM), inactives show top-dose activation, most hits filed as activators | AID 624172 | HEK293 GLP-1R CRE-luciferase, luminescence, 4-6 h; cells express a hypersensitive GLP-1R form; also: potency is read from the fitted curve at half-maximal effect; % of control where 0% means no effect
# PLK1 PBD inh: blocks phosphopeptide binding to human PLK1 polo-box domain | 2.8% of 360,000 active | Plk1 PBD binding of FITC phosphopeptide, fluorescence polarization | Potency, µM, for inactives: max response, negative = inhibition, most hits filed as inhibitors | AID 720504; also: potency is read from the fitted curve at half-maximal effect; series mostly up to about 57 µM; % is scaled to controls: 0 for no effect and ±100 for the full control effect; nearly all actives have a fitted effect of over 65% in size
# EPAC1 ag: EPAC1 (human) agonism. O95398. EPAC1 agonist qHTS, biochemical assay; response scale: 100% = response to 6.5 mM cAMP. Potency, µM (doses to about 154 µM), for inactives: top-dose activation, usual class: activators. 0.073% of 360,000 active. AID 720707; also: potency is read from the fitted curve at half-maximal effect; nearly all actives have a fitted effect of over 60% in size
#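 Normalized to 6.5 mM cAMP, activity reflects EPAC1-catalysed release of BODIPY-GDP from Rap1B, followed kinetically over 30 min at 480 nm excitation, 540 nm emission. Reaction contained 100 nM EPAC1, 250 nM Rap1B-BODIPY-GDP, 50 uM GDP.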
# Numbers without * were called inactive; i = inactive; u = inconclusive; x = not tested or not shown; [ ] = another dose, or the depositor's remark. Unless noted, calls follow the shape of the dose curve; as a rule, active = well fitted curve in the direction sought with a large enough effect; inconclusive = small, poorly fitted or top-dose-only effect, or another doubt; inactive = no such curve, though single readings can be large; an effect the other way counts as inactive or inconclusive. Only part of the results is shown; count on the stated rates, not on these rows.
# Field names – A = HEK293 tox; B = PI5P4Ka inh; C = GLP1R inv ag; D = PTHR1 ag; E = IL-2 act; F = EPAC1 antagonist; G = GLP1R ag; H = PLK1 PBD inh; I = EPAC1 ag
(1) COc1cccc(-c2n[nH]nc2C2=CC(=O)CC(C)(C)C2)c1
  A = -31%	B = -22	C = 16%	D = -27%	E = 0.5	F = -5%	G = -6%	H = 1%	I = 3%

(2) CN(C)CCNC(NC(=O)c1cccs1)C(Cl)(Cl)Cl (stereo not given)
  A = 9%	B = 7	C = -1%	D = i	E = 0.6	F = -12%	G = -3%	H = -15%	I = 3%

(3) Cc1ccc(-c2ccc(CO)o2)cc1N
  A = 2%	B = -3	C = u	D = i	E = -0.7	F = 5%	G = 10%	H = 6%	I = 3%

(4) CCN1C(=O)CS/C1=N\S(=O)(=O)c1ccc(C)cc1
  A = 0%	B = 4	C = -1%	D = i	E = -0.9	F = -19%	G = 3%	H = -8%	I = 8%

(5) CCc1ccc(Nc2n[n+](-c3ccccc3)c(-c3ccc(SC)cc3)s2)cc1
  A = u	B = -22	C = u	D = i	E = -1.8	F = 12%	G = -4%	H = u	I = -3%

(6) CN(C)S(=O)(=O)c1cccc(NC(=O)COc2ccc3ccccc3c2)c1
  A = 6%	B = 1	C = u	D = -42%[inhibitor]	E = -0.1	F = -21%	G = 2%	H = -12%	I = 13%

(7) N#C/C(=C\c1ccc(Cl)cc1)c1n[nH]c(Cn2cncn2)n1
  A = 63%[activator]	B = 0	C = 27%	D = i	E = 0.0	F = -8%	G = 0%	H = -16%	I = 4%

(8) CCCN(CCC)C(=O)c1ccccc1C(=O)N(CCC)CCC
  A = 3%	B = x	C = 0%	D = -8%[57.5 µM]	E = -2.6	F = 6%	G = -2%	H = -1%	I = -9%

(9) COc1ccc(CCNC(=O)CCCn2nc(C)c([N+](=O)[O-])c2C)cc1OC
  A = -7%	B = 2	C = 7%	D = i	E = 0.2	F = 1%	G = 17%	H = -10%	I = 11%

(10) Cc1ccc(S(=O)(=O)N2[C@@H](c3ccccc3)C(C(=O)O)=CC[C@H]2c2cccc(C)c2)cc1
  A = -11%	B = 1	C = 9%	D = -6%	E = -0.6	F = 6%	G = -12%	H = -4%	I = 1%

(11) Nc1ccc(N=Nc2ccccc2)c2ccccc12
  A = -15%	B = 20	C = 1%	D = i	E = 0.9	F = -18%	G = 16%	H = -3%	I = 17%

(12) COc1cccc(-c2nnc(SCc3cccnc3)o2)c1
  A = 4%	B = -1	C = 23%	D = -13%[57.5 µM]	E = 0.3	F = 3%	G = 34%	H = 0%	I = 2%

(13) Cc1ccccc1OCC(=O)Nc1ccc2c(c1)OCCO2
  A = 2%	B = 2	C = 17%	D = i	E = 0.3	F = -2%	G = 6%	H = -13%	I = -2%

(14) O=C(CSCc1cccc(Br)c1)N/N=C/c1ccc2c(c1)OCO2
  A = 6%	B = x	C = 0%	D = 19%	E = 4.3	F = -23%	G = -1%	H = -2%	I = 16%

(15) O=c1c2ccccc2nc(SCc2ccc([N+](=O)[O-])cc2)n1-c1ccccc1
  A = 4%	B = x	C = u	D = -13%[57.5 µM]	E = -0.9	F = 4%	G = 5%	H = -6%	I = 8%

(16) COC(=O)Cc1ccc(N(Cc2ccccc2F)S(=O)(=O)c2ccc(Br)cc2)cc1
  A = -16%	B = 3	C = u	D = -5%	E = -0.7	F = -26%	G = 18%	H = -27%	I = 7%

(17) COc1cc(NC(=O)COC(=O)c2nc3nc(C)cc(C)n3n2)cc(OC)c1
  A = 1%	B = x	C = 1%	D = -18%[57.5 µM]	E = -2.2	F = -4%	G = 0%	H = 0%	I = 2%

(18) Cn1cnc(C(F)(F)F)c1-c1ccc([N+](=O)[O-])cc1
  A = -15%	B = 0	C = 1%	D = i	E = -0.5	F = 6%	G = 3%	H = 16%	I = -3%

(19) Cc1cc(C)cc(-n2nnnc2SCC(=O)Nc2cccc(NC(=O)c3ccco3)c2)c1
  A = u	B = -7	C = u	D = i	E = 0.6	F = -14%	G = -7%	H = -6%	I = 0%

(20) CCCCCCC(NC(=O)Cc1ccc2ccccc2c1)C(=O)O (stereo not given)
  A = -9%	B = 23	C = -1%	D = i	E = 1.4	F = u	G = 2%	H = -3%	I = 8%

(21) Cc1nc2ccccc2cc1C(=O)NCc1ccc(F)cc1
  A = 16%	B = 7	C = 39%[activator]	D = -42%[inhibitor]	E = 0.2	F = -4%	G = 9%	H = 0%	I = 5%

(22) FCCCOc1ccc(-c2nccc(-c3ccc(Br)cc3)n2)cc1
  A = 0%	B = 11	C = 9%	D = i	E = 0.3	F = -5%	G = 19%	H = -9%	I = 15%

(23) COc1cc(/C=N/NC(=O)CCn2nc(C)cc2C)ccc1O
  A = 4%	B = 0	C = 1%	D = 12%	E = 0.0	F = -8%	G = -5%	H = -14%	I = 5%

(24) CN(CC(=O)Nc1ccc(F)c(F)c1)S(=O)(=O)c1cccs1
  A = -2%	B = -2	C = -9%	D = -6%	E = 0.6	F = 10%	G = 14%	H = -3%	I = 0%

(25) Cc1ccc(S(=O)(=O)N2CCOC2CNC(=O)C(=O)NCCCc2ccccc2)cc1 (stereo not given)
  A = 1%	B = -12	C = -33%	D = -81%[inhibitor]	E = -3.5	F = 18%	G = 3%	H = -8%	I = 8%

(26) O=C(CSc1nc2ncccc2[nH]1)Nc1ccc2c(c1)OCCO2
  A = -13%	B = 2	C = 19%	D = -9%	E = -0.2	F = 10%	G = 0%	H = -1%	I = -3%

(27) Cc1ccc(C(=O)N2CCCC2)cc1Br
  A = -17%	B = 1	C = -29%	D = i	E = 1.0	F = 1%	G = 16%	H = 0%	I = 1%

(28) O=C(NCC(=O)N(CCN1CCOCC1)C(C(=O)NC1CCCC1)c1cccs1)c1ccco1 (stereo not given)
  A = -6%	B = 0	C = 25%	D = -19%	E = -1.8	F = 0%	G = -1%	H = u	I = 2%

(29) CC(C)(C)C(=O)/C=C(N)/C=C/c1ccccc1
  A = 2%	B = x	C = -20%	D = -3%[57.5 µM]	E = -2.3	F = -8%	G = 8%	H = -4%	I = 5%

(30) CCc1ccc(C(=O)Nc2cccc(-c3nn[nH]n3)c2)s1
  A = -4%	B = 1	C = 2%	D = -5%	E = -4.5	F = -3%	G = -4%	H = -8%	I = 11%

(31) COCCCNc1nc2ccccc2[nH]c1=O
  A = -5%	B = -3	C = 24%	D = -33%[inhibitor]	E = 0.2	F = 9%	G = -6%	H = 8%	I = -3%

(32) Cc1ccc(C(=O)NC(C)C(c2cccs2)N2CCOCC2)cc1C (stereo not given)
  A = 0%	B = 2	C = -10%	D = -8%	E = -2.9	F = -8%	G = 14%	H = -10%	I = 9%

(33) Cc1cc(NC(=O)c2cccs2)ccc1NC(=O)Cc1ccccc1
  A = 5%	B = -7	C = 14%	D = -17%	E = 0.3	F = -18%	G = 4%	H = -3%	I = -1%

(34) C#Cc1ccc([C@@H]2C=C(C(=O)N3CCN(Cc4ccc5c(c4)OCO5)CC3)O[C@H](OCCCCO)C2)cc1
  A = 1%	B = -16	C = 5%	D = -6%	E = 0.8	F = -2%	G = 14%	H = -12%	I = -25%

(35) CCOC(=O)C1=CCC(c2ccccc2)N(S(=O)(=O)c2ccc(C)cc2)[C@H]1CC (stereo not given in full)
  A = 9%	B = 11	C = u	D = -40%[inhibitor]	E = 1.2	F = -10%	G = x	H = -10%	I = 9%

(36) COC(=O)c1sccc1NC(=O)C12CC3CC(CC(C3)C1)C2
  A = 4%	B = x	C = 3%	D = i	E = 2.5	F = -1%	G = -6%	H = -8%	I = 10%

(37) CCOc1ccc(CCNC(=O)CN2C(=O)NC3(CCCCCC3)C2=O)cc1OCC
  A = 2%	B = 4	C = 9%	D = i	E = -0.4	F = -6%	G = 15%	H = -5%	I = 1%

(38) CCOc1ccc(NS(=O)(=O)c2ccc(NS(=O)(=O)c3ccc(SC)cc3)cc2)cc1
  A = 6%	B = x	C = 8%	D = i	E = 0.1	F = -21%	G = 5%	H = 1%	I = 21%

(39) Cc1ccc(S(=O)(=O)N2C[C@H]3C(=O)C[C@@H](c4ccc(Cl)cc4)N(S(=O)(=O)c4ccccc4C)[C@H]3C[C@H]2c2cccc(Cl)c2)cc1
  A = -28%	B = -5	C = u	D = -18%	E = -2.6	F = -4%	G = 2%	H = -11%	I = -2%

(40) CNS(=O)(=O)c1ccc(N2CCCC2)c([N+](=O)[O-])c1
  A = -2%	B = 0	C = 15%	D = -8%	E = -0.6	F = -8%	G = 12%	H = 0%	I = 0%

(41) CN1C(=O)NC(c2ccccc2)C2=C1CN(CCc1ccccc1)C2=O (stereo not given)
  A = -4%	B = x	C = 1%	D = -6%[57.5 µM]	E = -1.8	F = -2%	G = -10%	H = -8%	I = 2%

(42) CC(=O)c1cccc(NS(=O)(=O)c2ccc(-c3cnc(C4CC4)o3)cc2)c1
  A = 21%	B = -3	C = u	D = i	E = -0.5	F = -5%	G = 15%	H = 5%	I = -13%

(43) COc1ccccc1N1CCN(C(=O)c2ccc3ncsc3c2)CC1
  A = -20%	B = 9	C = u	D = 16%	E = 3.1	F = -6%	G = 2%	H = -18%	I = 1%

(44) COc1cc(NC(=O)c2ccccc2Cl)c2ncccc2c1
  A = -8%	B = 20	C = u	D = -11%	E = -0.4	F = -10%	G = 22%	H = 6%	I = 18%

(45) O=C(CCN1C(=O)c2ccccc2C1=O)N1CCN(c2ccccn2)CC1
  A = 1%	B = x	C = 1%	D = 1%[57.5 µM]	E = -2.1	F = -2%	G = -5%	H = -3%	I = 15%

# High-throughput results as filed in PubChem.
